# Bioassay records from PubChem BioAssay.
# HTR5A inv ctr: counter-screen for OPRM1-OPRD1 inverse agonists: human HTR5A inverse agonism; P47898; HTR5A cell line, luminescence; inhibition, % at 9.3 µM; 0.083% of 340,000 active; in the data active means inhibition mostly above about 23%, no sharp cut-off; inactive means mostly below about 18%;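 further: 0% = cells with DMSO and 100% = no-cell wells with DMSO; some compounds called inactive have numbers as strong as hits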
# Target sequence (P47898 whole entry, looked up): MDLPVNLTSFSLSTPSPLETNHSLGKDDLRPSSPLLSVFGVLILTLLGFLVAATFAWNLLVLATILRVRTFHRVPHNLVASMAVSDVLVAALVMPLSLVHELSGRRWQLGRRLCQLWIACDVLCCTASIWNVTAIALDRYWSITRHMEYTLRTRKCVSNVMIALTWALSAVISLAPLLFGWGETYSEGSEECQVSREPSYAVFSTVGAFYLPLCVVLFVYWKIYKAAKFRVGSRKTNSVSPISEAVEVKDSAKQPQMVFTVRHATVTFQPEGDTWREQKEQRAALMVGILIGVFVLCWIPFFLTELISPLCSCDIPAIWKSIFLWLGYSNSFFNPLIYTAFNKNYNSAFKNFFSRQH
# Tat export inh: blocks Tat-dependent protein export in E. coli; E. coli MC4100 TorA-mCherry Tat export, fluorescence; inhibition, % at 10 µM; 0.036% of 340,000 active; AID 488895;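 active means mean replicate inhibition at least 50% and at least half of replicates individually reaching 50%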;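 further: exported cargo escapes ClpAP degradation while cytoplasmic cargo is degraded and loses fluorescence; 0% = median of neutral control wells and 100% = median of NaSCN control wells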
# E coli growth: reduces bacterial viability in AddAB counter-screen | inhibition, % at 11.9 µM | E. coli V3065 growth, OD600 absorbance, 18 h | 0.27% of 330,000 active;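 active means inhibition above the campaign's mean inhibition across all tested compounds plus 3 SD, cut at about 9.9% in these data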;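 further: uninfected addAB+ strain grown without phage in ampicillin broth; 0% = DMSO wells and 100% = ciprofloxacin 0.95 µg/ml wells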
# OPRM1-OPRD1 ag: agonists of human mu-delta opioid receptor heterodimerization; P35372+P41143; cells, OPRM1-OPRD1 heterodimerization, luminescence; activation, % at 9.3 µM; 0.3% of 340,000 active; AID 504326; in the data active means activation above about 18%;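 further: 0% = vehicle-treated cells and 100% = reference agonist; values of inactives mirror those of a sister screen read the other way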
# PKA-R2B act: activators of human PKA-R2B complex | PKA-R2B holoenzyme dissociation, Cy5-IP20 fluorescence polarization; R2B truncated from residue 108, S112A mutant; 0% DMSO only, 100% 113 µM cGMP | activation, % at 11.4 µM | 0.079% of 340,000 active;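 active means activation above a cutoff set at the mean over all compounds plus 3 SD, cut at about 18% in these data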;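 further: higher means more holoenzyme dissociation and a rise in polarization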
# PfHsp90 set2: inhibits growth of yeast expressing Plasmodium falciparum Hsp90; 0.32% of 310,000 active; inhibition, % at 9.4 µM; S. cerevisiae expressing PfHsp90, BacTiter-Glo ATP, 48 h; yeast lacking PDR1 and PDR3 efflux regulators; AID 504621;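 active means every replicate shows inhibition above about 80%, whatever the replicate mean, limit read from the data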;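 further: 0% = DMSO neutral controls and 100% = 20 µM radicicol positive controls; yeast relying on Plasmodium falciparum Hsp90 in place of its own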
# OPRM1-OPRD1 inv: mu-delta opioid heterodimer inverse agonism; P35372+P41143; cell-based MOR-DOR heterodimer luminescence; inhibition, % at 9.3 µM; 0.21% of 340,000 active; in the data active means inhibition above about 22%, passing the limit was not always enough;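 further: 0% = cells with DMSO and 100% = wells without cells with DMSO; values of inactives mirror those of a sister screen read the other way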
# PKA-R1A act: activates the PKA-R1A holoenzyme complex | P00514+P68181 | PKA-R1A dissociation, Cy5-IP20 fluorescence polarization; scaled: DMSO 0%, 113 µM cGMP 100% | activation, % at 11.4 µM | 0.083% of 340,000 active | AID 504707;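 active means percent activation above the mean of all tested compounds plus 3 SD, cut at about 19% in these data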;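 further: higher means more PKAc released from R1A so a rise in polarization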
# Mot1-301 SUMO: SUMOylation pathway inhibition by Mot1-301 growth rescue | S. cerevisiae Mot1-301 growth rescue, ATP luminescence, 38.5C; percent above DMSO median, 100 means doubled | growth rescue, % at 18.8 µM | 1% of 320,000 active | AID 2716;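 active means every valid replicate shows activation above 250% relative to neutral control wells; inactive means the rest, any valid replicate at or below 250%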;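 further: OY570 slx delta 5 strain wells were the positive control but not used for scaling; some compounds called inactive have numbers as strong as hits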
# phage Ecoli inh: E. coli growth loss with phage present; inhibition, % at 11.9 µM; growth absorbance; 0.26% of 360,000 active; in the data active means inhibition above about 11%
# AddAB inh: less growth of phage-infected E. coli with AddAB | E. coli expressing H. pylori AddAB, absorbance growth | inhibition, % at 11.9 µM | 0.29% of 330,000 active | AID 435030; in the data active means inhibition above about 12%;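 further: 0% = vehicle wells of infected cells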
# * = called active by the depositor; . = not tested or not shown. Rows were taken by chance; any-hit rate near 2.2%.
SMILES,HTR5A inv ctr,Tat export inh,E coli growth,OPRM1-OPRD1 ag,PKA-R2B act,PfHsp90 set2,OPRM1-OPRD1 inv,PKA-R1A act,Mot1-301 SUMO,phage Ecoli inh,AddAB inh
CCN(CC(=O)NCc1ccc(F)cc1)CC(O)COCc1cccc(OC)c1 (stereo unspecified),-22,-2,-0.6,0.3,-16,3,-2,-7,16,1.6,1.8
Cc1ccc(/C(O)=C/C(=O)C(=O)NNC(=O)C(O)(c2ccccc2)c2ccccc2)cc1,14,-4,-1.3,-1.1,-10,10,6,-8,6,2.4,2.4
c1ccc(-c2nn[nH]n2)nc1,4,-7,-1.0,-3.9,3,15,20,1,-10,-3.6,2.9
CCc1ccc(S(=O)(=O)Nc2c(C)nn(C)c2C)cc1,-33,13,1.3,-1.0,4,.,5,3,10,-0.2,1.7
O=C(O)/C=C\C(=O)Nc1ccc(OCc2ccccc2)cc1,11,19,-0.2,-2.6,-13,-115,14,-9,40,3.5,-2.1
COc1ccccc1NC(=O)c1c([N+](=O)[O-])cnn1C,-24,-2,0.0,-1.0,0,0,5,-4,726,-0.5,2.7
CC(Oc1cccc(Cl)c1)C(=O)Nc1ccc(N2CCOCC2)cc1N1CCOCC1 (stereo unspecified),14,7,-0.7,-1.6,3,-35,8,-7,5,0.2,-0.5
O=C(CNC(=O)c1ccc(Br)cc1)NC1=NCCS1,12,4,-0.6,-0.9,-11,-4,5,-3,47,1.2,5.6
COc1cc(/C=C/C(=O)NC2CCCCC2)cc(OC)c1OC,-1,-11,-2.1,-0.7,0,-22,3,4,-3,-1.7,2.5
COc1cc(/C=c2/sc3nc(-c4ccccc4)c(-c4ccccc4)n3c2=O)cc(OC)c1OC,12,-5,-1.0,2.6,-3,-9,-13,-8,0,3.7,-1.9
CSc1ccccc1NC(=O)CN1CCCCC1,2,7,1.2,-0.5,-3,-9,3,-17,3,1.9,0.3
COc1ccccc1NC(CC(=O)c1ccccc1)C(=O)OCC(=O)c1ccc(Br)cc1 (stereo unspecified),1,6,-2.5,-2.9,-10,-9,16,-12,28,2.3,0.0

# Compound profiles, as listed above. Order of screens: HTR5A inv ctr | Tat export inh | E coli growth | OPRM1-OPRD1 ag | PKA-R2B act | PfHsp90 set2 | OPRM1-OPRD1 inv | PKA-R1A act | Mot1-301 SUMO | phage Ecoli inh | AddAB inh
# `COc1ccccc1NC(CC(=O)c1ccccc1)C(=O)OCC(=O)c1ccc(Br)cc1` (stereo unspecified) across the screens: 1 | 6 | -2.5 | -2.9 | -10 | -9 | 16 | -12 | 28 | 2.3 | 0.0
# `O=C(CNC(=O)c1ccc(Br)cc1)NC1=NCCS1` across the screens: 12 | 4 | -0.6 | -0.9 | -11 | -4 | 5 | -3 | 47 | 1.2 | 5.6

# (more compounds)
SMILES,HTR5A inv ctr,Tat export inh,E coli growth,OPRM1-OPRD1 ag,PKA-R2B act,PfHsp90 set2,OPRM1-OPRD1 inv,PKA-R1A act,Mot1-301 SUMO,phage Ecoli inh,AddAB inh
O=C(/C=C/c1ccccc1)N1CCCN(C(=O)/C=C/c2ccccc2)CC1,-17,-4,-4.0,-1.8,-1,5,9,-10,299,0.7,-0.5
CCOC(=O)CCC(=O)Nc1ccccc1C(N)=O,12,1,-2.3,-1.0,3,.,5,-10,-12,1.8,0.7
Cc1ccc2oc3c(c(=O)c2c1)C(c1cccc(Cl)c1)N(CCCN1CCOCC1)C3=O (stereo unspecified),26,1,-2.5,2.1,-7,16,-11,12,11,2.2,-0.6
O=C(CN1CCC(NC(=O)c2ccccc2F)CC1)Nc1ccc2c(c1)OCO2,-2,2,-0.4,-1.1,4,-14,5,2,667*,5.1,-0.4
Cc1ccc(S(=O)(=O)N2CCC(C(=O)Nc3cccnc3)CC2)cc1,-18,-6,-1.0,-0.9,-2,10,4,-6,-26,3.2,-1.2
CC(C)c1ccc(/C=N/NC(=O)c2cccc(S(=O)(=O)N3CCOCC3)c2)cc1,-13,-1,-3.1,0.3,-1,-3,-1,1,113,3.0,1.0
O=C(NCC1CCCO1)C1CCCN1C(=O)Nc1ccc(Cl)c(Cl)c1 (stereo unspecified),-13,-2,-1.0,-1.8,-13,18,10,-5,249,3.6,0.6
CCOCCCNC(=O)c1c(-c2ccccc2)noc1C,5,16,1.8,1.6,-5,17,-9,-5,338*,4.1,-0.2
CCn1c(SCC(=O)Nc2ccc(F)cc2)nc2ccccc2c1=O,-2,1,1.3,2.0,-2,-7,-12,-5,-6,1.2,-0.9
CCCCCN1CC(O)=C(c2nc(-c3ccc(Cl)cc3)cs2)C1=N,-1,-3,-1.4,-1.9,-7,-12,10,-13,-28,2.2,2.6
CCC(C(=O)NCCc1ccc(OC)cc1OC)n1nc(C)n2c(cc3occc32)c1=O (stereo unspecified),-18,1,-0.8,-2.5,-7,2,13,-3,1,3.2,2.4
COc1ccccc1C(=O)Nc1nnc(-c2ccccc2)s1,0,-5,-2.2,-2.2,2,-6,11,5,119,-2.7,0.9

# Fetched by structure from the list above (two):
SMILES,HTR5A inv ctr,Tat export inh,E coli growth,OPRM1-OPRD1 ag,PKA-R2B act,PfHsp90 set2,OPRM1-OPRD1 inv,PKA-R1A act,Mot1-301 SUMO,phage Ecoli inh,AddAB inh
COc1ccccc1NC(=O)c1c([N+](=O)[O-])cnn1C,-24,-2,0.0,-1.0,0,0,5,-4,726,-0.5,2.7
CCn1c(SCC(=O)Nc2ccc(F)cc2)nc2ccccc2c1=O,-2,1,1.3,2.0,-2,-7,-12,-5,-6,1.2,-0.9

# 3 entries already listed, ordered by the value under Tat export inh, smallest number first.
structure | Tat export inh
COc1ccccc1C(=O)Nc1nnc(-c2ccccc2)s1 | -5
O=C(NCC1CCCO1)C1CCCN1C(=O)Nc1ccc(Cl)c(Cl)c1 (stereo unspecified) | -2
Cc1ccc2oc3c(c(=O)c2c1)C(c1cccc(Cl)c1)N(CCCN1CCOCC1)C3=O (stereo unspecified) | 1
